High-throughput results as filed in PubChem BioAssay.
Keap1-Nrf2 PPI: Keap1-Nrf2 (human) interaction inhibition. Q14145. Keap1 Kelch-Nrf2 peptide fluorescence polarization, 1536-well. inhibition, % at 9.4 µM. actives 0.15% (n = 340,000). AID 504523; in the data active = inhibition above about 12%;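 also: human Keap1 Kelch domain with fluorescein labeled Nrf2 9mer peptide probe; 0% = neutral control wells and 100% = peptide positive control; higher means more block of Keap1 binding to Nrf2 peptide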
Cardiac RTF inh: cardiac RTF calcium desensitization; P19429+P45379; IANBD-labeled cardiac RTF, Ca2+ fluorescence; inhibition, % at 7.15 µM; actives 0.12% (n = 340,000); AID 493244;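 active = inhibition above the mean inhibition of all tested compounds plus 3 SD, cut at about 17% in these data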;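 also: assay run at fixed EC70 calcium of 1.6 mM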
LANA DNA inh: blocks KSHV LANA C-terminal domain binding to DNA; MBP-C-LANA/FAM-LBS DNA binding, fluorescence polarization; inhibition, % at 9 µM; AID 504423; actives 0.078% (n = 340,000);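 active = highest replicate inhibition at or above 60% at 9 µM, even if other replicates fall short; inactive = all replicates below 60% inhibition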;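 also: 0% = neutral control wells and 100% = 4 µM acridine orange control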
CAL PDZ FP-1: inhibitors of human CAL PDZ peptide binding. purified CAL PDZ, TMR-peptide fluorescence polarization, 1 h. inhibition, % at 24.9 µM. AID 602252. Q9HD26. actives 0.92% (n = 300,000);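 active = mean inhibition of at least 30% with at least half of replicates also reaching 30%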;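 also: 0% = DMSO neutral control and 100% = excess unlabeled competitor peptide PRC23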
Arr AP2 block: inhibitors of human beta-arrestin and AP2 interaction; FITC-arrestin peptide / GST-AP2 beads, flow cytometry; AP2 beta2 appendage carries R879A mutation; inhibition, % at 10 µM; actives 0.31% (n = 340,000);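 active = inhibition above a set limit, near 3 SD of compounds lacking own fluorescence, cut at about 54% in these data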;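 also: plate controls were DMSO wells for no effect and 5 µM unlabelled arrestin peptide for full effect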
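System: GST-AP2 R879A glutathione beads | Also added: FITC-arrestin peptide, 50 nM | Times: 12 min plus 1 h, RT | Signal: Bead flow cytometry, FITC channel | Buffer or medium: PBS with 0.05% Tween 20 and 0.1% BSA | Read-out basis: Percent drop in bead-associated FITC signal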
CAL PDZ FP-2: human CAL PDZ-peptide interaction inhibition. Q9HD26. purified CAL PDZ, TMR-peptide fluorescence polarization, 1 h. inhibition, % at 20 µM. actives 0.02% (n = 330,000). AID 504414;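 active = highest replicate inhibition of at least 40%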;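 also: plate controls were DMSO neutral control wells for no effect and unlabeled competitor peptide control wells for full effect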
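System: purified tagged CAL PDZ domain construct (CerCALP). Schedule: 1 h incubation at room temperature before polarization reading. Medium: 25 mM sodium phosphate pH 7.4, 150 mM NaCl, TCEP, IgG, Thesit. Read-out: percent inhibition from loss of millipolarization. Measured by: FP readout, S and P plane fluorescence. Probe or stimulus: fluorescent TMR peptide probe.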
DAGLB inhibitor: blocks human DAGLB lipase activity; HEK293T DAGLB membrane lysate, EnzChek fluorogenic substrate; inhibition, % at 5.17 µM; Q8NCG7; actives 0.059% (n = 340,000); AID 504411; in the data active = inhibition above about 34%;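 also: 0% = enzyme with vehicle and 100% = wells lacking enzyme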
NSD2 HMT inh: blocks human histone methyltransferase NSD2; O96028; NSD2 peptide methylation, AlphaScreen, 120 min; inhibition, % at 12.5 µM; actives 0.54% (n = 310,000); in the data active = inhibition above about 50%
Target sequence (O96028 whole entry, looked up): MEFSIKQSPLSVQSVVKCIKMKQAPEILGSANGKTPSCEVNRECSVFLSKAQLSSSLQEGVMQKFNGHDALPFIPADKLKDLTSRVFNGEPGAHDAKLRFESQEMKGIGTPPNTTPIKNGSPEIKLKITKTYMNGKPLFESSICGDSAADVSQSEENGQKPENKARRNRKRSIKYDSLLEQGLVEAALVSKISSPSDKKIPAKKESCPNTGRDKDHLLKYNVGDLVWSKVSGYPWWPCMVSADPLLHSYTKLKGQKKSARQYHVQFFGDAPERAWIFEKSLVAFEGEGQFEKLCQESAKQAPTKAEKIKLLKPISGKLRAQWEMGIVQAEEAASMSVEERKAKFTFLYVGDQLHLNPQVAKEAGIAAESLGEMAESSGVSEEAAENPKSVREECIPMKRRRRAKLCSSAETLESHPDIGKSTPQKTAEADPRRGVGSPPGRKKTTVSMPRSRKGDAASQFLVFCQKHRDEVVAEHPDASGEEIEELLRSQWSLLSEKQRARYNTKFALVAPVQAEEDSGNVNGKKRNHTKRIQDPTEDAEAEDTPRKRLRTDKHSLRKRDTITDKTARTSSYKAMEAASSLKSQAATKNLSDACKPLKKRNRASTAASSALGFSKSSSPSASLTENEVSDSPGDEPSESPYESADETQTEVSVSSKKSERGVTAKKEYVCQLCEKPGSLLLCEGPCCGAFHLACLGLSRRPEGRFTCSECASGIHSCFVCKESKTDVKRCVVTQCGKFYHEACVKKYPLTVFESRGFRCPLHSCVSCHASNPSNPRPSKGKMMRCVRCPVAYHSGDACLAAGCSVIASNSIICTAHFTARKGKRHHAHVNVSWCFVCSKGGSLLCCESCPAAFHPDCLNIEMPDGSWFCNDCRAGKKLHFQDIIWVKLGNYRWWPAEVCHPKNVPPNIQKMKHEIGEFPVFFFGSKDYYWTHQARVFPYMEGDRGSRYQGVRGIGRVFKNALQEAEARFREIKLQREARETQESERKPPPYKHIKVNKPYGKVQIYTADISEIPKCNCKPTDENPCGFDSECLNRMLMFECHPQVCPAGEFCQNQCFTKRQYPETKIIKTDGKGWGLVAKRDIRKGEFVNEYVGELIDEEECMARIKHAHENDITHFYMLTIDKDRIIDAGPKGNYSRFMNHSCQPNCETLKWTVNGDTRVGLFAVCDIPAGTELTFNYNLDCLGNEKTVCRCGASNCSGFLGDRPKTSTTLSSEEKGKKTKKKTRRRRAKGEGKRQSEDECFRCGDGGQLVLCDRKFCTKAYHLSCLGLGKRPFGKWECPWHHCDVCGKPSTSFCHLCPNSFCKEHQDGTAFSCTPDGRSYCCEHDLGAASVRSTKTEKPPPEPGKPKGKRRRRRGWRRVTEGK
V-ATPase pHluor: yeast V-ATPase proton transport regulation by pHLuorin | S. cerevisiae, pHLuorin cytosolic pH fluorescence | actives 0.37% (n = 350,000) | response, % at 10 µM; in the data active = response mostly above about 7.3%, no sharp cut-off; inactive = mostly below about 5.4%; also: actives read high; inactives centre near 0; some compounds called inactive have numbers as strong as hits; reference of the scale not given here
Pemphigus Ab inh: human desmoglein-3 autoantibody binding inhibition | P32926 | DSG3-coupled beads, scFv-anti-DSG3-GFP binding, flow cytometry; stronger effect = lower value | binding (percent of control), % at 10 µM | actives 0.48% (n = 310,000) | AID 588358;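 active = binding more than 3 SD below its plate's average and above zero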;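 also: hits lower antibody fragment binding to DSG3; some compounds called inactive have numbers as strong as hits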
An asterisk follows results filed as active; . = no result given; & = joins results of further samples. Some of the compounds tested; rates above refer to the full screens.

Second line of a record – Keap1-Nrf2 PPI	CAL PDZ FP-1	CAL PDZ FP-2	Arr AP2 block	Pemphigus Ab inh	Cardiac RTF inh	NSD2 HMT inh	DAGLB inhibitor	V-ATPase pHluor	LANA DNA inh
- COc1ccccc1N1CCN(C(=O)CNS(=O)(=O)c2ccc(Br)s2)CC1
→ -3	8	-3.0	19	.	-1	0	-1	-3	0.3
- C=CCn1c(=O)c(C(=O)Nc2ccc(C)cn2)c(O)c2ccccc21
→ -1	.	-2.5	3	118	-9	0	1	0	-0.6
- O=C(c1ccc(-c2cccc(Cl)c2Cl)o1)N1CCOCC1
→ -4	-3	19	-11	.	0	-2	-5	0	0.4
- CCCc1nc2nc(C)c(NS(=O)(=O)c3ccc([N+](=O)[O-])cc3)c(=O)n2[nH]1
→ 1	2	-2.2	6	108	0	-1	-2	1	-1.6
- O=C(NCCNC(=O)c1ccccc1Br)c1cccnc1
→ 0	-4	-3.1	9	100	3	0	-2	-1	0.0
- Cc1ccc(C)c(S(=O)(=O)NCCC(=O)N2CCCC(C(N)=O)C2)c1 (stereo not given)
→ -4	3	-0.4	-2	.	-4	-6	-1	1	-0.2
- CC(=O)c1cccc(NC(=O)NCCS(C)=O)c1 (stereo not given)
→ 2	-2	0.9	4	98	0	-6	-4	7	1.1
- CCN(Cc1ccccc1)C(=O)CSc1ncn[nH]1
→ -3	9	-2.1	18	91	-23	3	2	1	0.7
- CCSc1nnc(-c2cccs2)o1
→ -7	-3	-2.3	3	101	-2	.	-2	-1	-0.4
- CCc1ccc(NC(=S)NC2CC3CCC(C2)N3Cc2ccco2)cc1 (stereo not given)
→ -9	-4	-0.2	1	100	-6	-7	4	-3	-0.1

As entered above:
CCN(Cc1ccccc1)C(=O)CSc1ncn[nH]1 in LANA DNA inh is entered as 0.7
O=C(c1ccc(-c2cccc(Cl)c2Cl)o1)N1CCOCC1 in V-ATPase pHluor is entered as 0

Further results:
Second line of a record – Keap1-Nrf2 PPI	CAL PDZ FP-1	CAL PDZ FP-2	Arr AP2 block	Pemphigus Ab inh	Cardiac RTF inh	NSD2 HMT inh	DAGLB inhibitor	V-ATPase pHluor	LANA DNA inh
- COCc1cc(C)n(CC(=O)NC(C)c2ccccc2)c(=O)c1C#N (stereo not given)
→ 1	-1	-1.8	-5	.	8	1	-2	0	-0.3
- CC(C)c1nc(CNC(=O)CCc2nnc(-c3ccsc3)o2)cs1
→ 4	-4	-0.7	8	101	-8	0	2	0	0.9
- Cc1csc(N/N=C/c2ccc([N+](=O)[O-])cc2)n1
→ -6	-4	-0.4	3	117	-6	5	7	0	-2.4
- CC(CNC(=O)C(C)(C)C)NC(=O)C(C)(C)C (stereo not given)
→ -7	-5	-0.1	-18	97	-6	.	1	-1	-0.1
- COC(=O)c1ccccc1NC(=O)C1CC(=O)N(C2CCCCC2)C1 (stereo not given)
→ -5	-21	.	9	96	-5	1	3	2	1.5
- COC(=O)CNC(=O)C(CCSC)NC(C)=O (stereo not given)
→ 2	-1	-2.5	14	105	-5	-2	2	4	0.6
- COc1cc2ncc(C(=O)c3ccccc3)c(N3CCN(Cc4ccccc4)CC3)c2cc1OC
→ -2	-2	-2.0	1	101	-1	9	-3	9	1.8
- CC(C)(C)n1nnnc1CN1C2CCC1CC(NC(=O)Nc1ccccc1)C2 (stereo not given)
→ -6	-8	0.4	18	.	-8	1	1	3	2.5
- CN1/C(=C\C(=O)c2cccnc2Cl)C(C)(C)c2ccccc21
→ -4	-3	-2.1	5	107	7	0	-2	-8	-1.4
- COc1cccc(CC2(CO)CCCN(Cc3cn[nH]c3-c3ccccc3)C2)c1 (stereo not given)
→ -1	-3	-1.1	-3	95	-4	2	-2	2	0.8
- CCN(Cc1ccc2c(c1)OCO2)C(=O)CSc1nc(C)nc2sc(C)c(C)c12
→ 2	-4	0.3	2	102	-4	0	-8	-1	-0.1
- CCOc1ccccc1Nc1ncccc1C(=O)N1CCCC1
→ 2	3	0.5	-10	98	7	-4	-1	-1	-0.5
- CCN1CCN(Cc2cc(=O)oc3cc(C)cc(C)c23)CC1
→ -6	2	-1.4	2	101	-4	17	1	1	0.4
- CSCCC(NC(=O)c1ccco1)C(=O)OC(C)C(=O)NC(=O)NC1CCCCC1 (stereo not given)
→ 1	-3	-0.4	20	102	-5	4	3	-2	0.7
- CN(C)/C=C(\C#N)C(=O)N/N=C/c1ccccc1
→ -1	4	-0.8	31	107	-21	-4	2	4	5.9
- CCn1cc(C(c2ccccc2)C(C(C)=O)[N+](=O)[O-])c2ccccc21 (stereo not given)
→ -2	-2	-0.4	-6	105	2	1	1	-1	0.8
- CCCCn1nnc(NC(=O)COc2ccc(Cl)c(C)c2)n1
→ 0	.	-1.8	28	98	1	2	-3	1	-0.8
- O=[N+]([O-])c1cc2c(c(CSc3nnc(Nc4ccccc4)s3)c1)OCOC2
→ 0	0	0.5	49	106	0	1	2	-3	-1.6
- C/C(=N\NC(=O)c1nnn(-c2nonc2N)c1CN(C)c1ccccc1)c1ccc(O)cc1
→ -1	-1	-1.3	6	123	-1	2	-1	4	-1.9
- CN1CCN(C(=O)c2cc3sc4ccccc4c3s2)CC1
→ -6	.	-2.1	-1	104	.	18	.	5	1.4
- O=C(CCS(=O)(=O)c1ccccc1)N1CCN(c2ccccc2)CC1
→ 1	-3	-1.1	4	105	-1	-1	-3	-2	1.5
- CCn1c(NC(=O)c2cccs2)nc2ccccc21
→ -4	-1	-4.5	4	.	-7	-6	-1	2	1.0
- Cc1ccccc1Cn1c(=O)n(C)c(=O)c2sccc21
→ 1	-3	-1.8	10	96	1	-1	2	-2	0.7
- CN1CCN(CC(=O)Nc2ccc(S(=O)(=O)N(C)C)cc2)CC1
→ -5	4	0.8	-2	103	2	0	2	-1	2.1
- Cc1cccn2cc(CNC(=O)C3CCCCC3)nc12
→ 1	-1	1.2	2	102	-1	-2	1	-2	0.6
- CSc1ncccc1C(=O)OCc1ccccc1Cl
→ -1	-3	-2.0	52	103	-5	-3	-8	1	2.7
- CCc1ccc(C(C#N)=CC=Cc2ccccc2)cc1
→ .	.	.	.	105	.	-1	-14	0	.
- NC(=O)[C@@H]1CCCNc2c(I)cc([N+](=O)[O-])cc2C(=O)N[C@@H](Cc2ccccc2)C(=O)N[C@@H](Cc2cnc[nH]2)C(=O)N1
→ -1	-6	-1.2	31	105	-4	.	-2	-2	-0.2
- COCC(=O)n1nc(-c2ccccc2)nc1NCc1ccc(F)cc1
→ -1	-1	-0.1	29	.	-3	8	-3	5	-0.5
- C(#Cc1ccccc1)CN1CCN(c2ccccn2)CC1
→ -2&-1	-1&-3	-0.1&-0.7	5&-7	97&107	-4&1	1&-2	-9&-8	-1&1	1.3&-1.2
- CCOC(=O)c1cc(-c2ccccc2C)nn1CC1CC(c2cccnc2)=NO1 (stereo not given)
→ -3	-5	-0.1	8	105	-8	.	-4	5	-0.7
- CN(C1CCCCC1)S(=O)(=O)c1cc2c(cc1Cl)NC(=O)CO2
→ -2	-3	-2.5	-18	.	-1	-4	-5	-3	0.9
- Cc1cc(C)n2c(nc3ccccc32)c1C(=O)NCc1ccccc1
→ 6	0	0.8	-8	96	-6	-4	-2	0	0.1
- CCN1Cc2cc(OC)ccc2-c2ccccc2S1(=O)=O
→ -3	-4	-0.2	14	93	-2	.	-1	-1	1.1
- Cc1ccc2c(c1)C1NC(=S)NC(C)(O2)C1C(=O)Nc1ccc(Cl)cc1 (stereo not given)
→ -1	.	-1.3	-25	100	-15	-2	2	8	-0.7
- COCCNC(=O)c1ccc(N2CCC3(CC2)OCCO3)c([N+](=O)[O-])c1
→ 4	0	0.0	0	94	-14	-2	-2	-2	-1.6
- CCC(=O)c1cc(-c2nc3ccccc3n2C)n(C)c1
→ 3	4	-0.9	8	105	-6	3	0	6	-2.0
- Cc1ccc(C(C)n2cc(C(=O)NCc3cccnc3)nn2)cc1 (stereo not given)
→ 8	4	-2.2	9	101	-4	.	-2	7	-2.7
- CC1CC(C)CN(S(=O)(=O)N2CCCC(C(=O)NC3CCCCC3C)C2)C1 (stereo not given)
→ 2	.	-0.5	32	97	5	-6	-2	1	1.9
- COC(=O)c1c(C)oc2cc(Br)c(OCC(=O)C(C)(C)C)cc12
→ -5	-1	-1.6	0	98	-1	1	-11	9	1.3

Part of the list above, showing only Cardiac RTF inh:
SMILES | Cardiac RTF inh
Cc1cc(C)n2c(nc3ccccc32)c1C(=O)NCc1ccccc1 | -6
CCN1Cc2cc(OC)ccc2-c2ccccc2S1(=O)=O | -2
Cc1ccc2c(c1)C1NC(=S)NC(C)(O2)C1C(=O)Nc1ccc(Cl)cc1 (stereo not given) | -15

Additional compounds
Second line of a record – Keap1-Nrf2 PPI	CAL PDZ FP-1	CAL PDZ FP-2	Arr AP2 block	Pemphigus Ab inh	Cardiac RTF inh	NSD2 HMT inh	DAGLB inhibitor	V-ATPase pHluor	LANA DNA inh
- Cc1oc(-c2ccc(-c3ccccc3)cc2)nc1CN1CCN(CC(=O)N(C)C)CC1
→ 2	.	-0.5	5	100	-1	0	0	0	1.4
- CC1CCN(c2ccc(-c3cccc(NC(=O)C(F)(F)F)c3)nn2)CC1
→ -3	-2	-2.1	-5	128	-4	.	-2	-1	-1.1
- COc1ccccc1N(CC(=O)NC1CCCCC1)C(=O)CNC(=O)c1cccs1
→ -5	-3	-2.3	-9	111	-12	-2	0	2	2.6
- COc1ccc(N(C(=O)COc2ccc(C)cc2)S(=O)(=O)c2ccc(C)cc2)cc1
→ 4	-8	-0.6	7	106	-2	2	-11	-1	4.4
- COc1ccc([N+](=O)[O-])cc1N(CC(O)CN1CCOCC1)S(=O)(=O)c1ccccc1 (stereo not given)
→ -8	.	-0.9	-13	.	-14	.	1	0	0.1
- COc1ccc(-c2cc(C(F)(F)F)nc(SCC(=O)Nc3ccc4c(c3)OCO4)n2)cc1
→ 2	0	0.0	37	97	-2	-2	0	-4	1.4
- CCC(C)[C@H](NC(=O)N1CCCCCC1)C(=O)O (stereo not given in full)
→ 0	1	-2.9	-1	101	-8	-2	-1	-1	-0.8
- O=C1/C(=C/c2ccccc2)CCc2ccc(Cl)nc21
→ 3	1	0.1	-7	.	1	3	-1	-2	1.2
- O=C(NC1CCCC1)c1cccc(S(=O)(=O)N2CCCC2)c1
→ -2	2	0.5	0	94	2	-4	1	0	-0.5
- O=C(CN1C(=O)S/C(=C/c2cc(Br)cs2)C1=O)N1CCOCC1
→ -3	0	-2.5	-7	127	7	17	5	-1	-0.1
- C/C(=N\NC(=O)CSCc1ccc([N+](=O)[O-])cc1)c1ccccc1
→ -2	.	-1.1	24	99	-7	0	-1	-2	-0.2
- CC(C)(C)C1CCc2c(C(=O)NNC(=O)/C=C/C(=O)O)csc2C1 (stereo not given)
→ -4	-2	-1.3	12	99	7	0	-4	-5	1.5
- CC1(c2ccccc2Cl)NC(=O)N(CC(=O)NCCC2=CCCCC2)C1=O (stereo not given)
→ 2	-1	-2.0	-6	107	0	0	-1	-2	-0.5
